Gal4-VP16 FLuc: Gal4-VP16 reporter inhibition counter-screen; Drosophila S2 Gal4-VP16 UAS-luciferase, luminescence, 20 h; Potency, µM (titrated, usually from 53.6 µM), for the others: top-dose activity, negative = inhibition, actives largely listed as inhibitors; 310,000 compounds, 3.5% hits; AID 2546;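 further: Gal4-VP16 expression switched on by copper sulfate through the metallothionein promoter; potency means the concentration at half of the fitted maximal effect; on the % scale 0 is the no-effect control and ±100 the full control effect; nearly all actives have a fitted effect of over 50% in size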
FLuc modulator: counter-screen for miR-21 project: firefly luciferase inhibitors or activators; purified FLuc, Km substrates, luminescence inhibition; P08659; 360,000 compounds, 6.9% hits; Potency, µM (doses to about 57.5 µM), for inactives: top-dose activity change, negative = inhibition, hits mostly inhibitors;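 further: potency means the concentration at half of the fitted maximal effect; plate controls were vehicle for no effect and reference inhibitor for full effect; nearly all actives have a fitted effect of over 55% in size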
Target sequence (P08659 whole entry, looked up): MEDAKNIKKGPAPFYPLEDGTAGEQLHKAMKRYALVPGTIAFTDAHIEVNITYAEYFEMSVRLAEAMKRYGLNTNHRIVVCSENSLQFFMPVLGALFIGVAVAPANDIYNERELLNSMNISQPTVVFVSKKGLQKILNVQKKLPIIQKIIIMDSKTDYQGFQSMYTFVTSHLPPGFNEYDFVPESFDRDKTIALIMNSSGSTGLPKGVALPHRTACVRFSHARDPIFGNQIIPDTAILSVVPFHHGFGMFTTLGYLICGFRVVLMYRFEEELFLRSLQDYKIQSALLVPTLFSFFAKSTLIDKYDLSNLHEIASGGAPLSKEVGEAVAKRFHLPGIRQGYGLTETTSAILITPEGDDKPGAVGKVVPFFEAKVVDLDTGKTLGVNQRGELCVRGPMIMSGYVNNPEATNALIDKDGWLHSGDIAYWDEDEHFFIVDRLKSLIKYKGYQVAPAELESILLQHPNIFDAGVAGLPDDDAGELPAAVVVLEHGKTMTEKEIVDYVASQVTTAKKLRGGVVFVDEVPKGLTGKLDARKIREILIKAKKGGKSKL
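Purified P. pyralis luciferase, 10 nM final, with Km-level 10 uM D-luciferin and 10 uM ATP in 50 mM Tris acetate pH 7.5, 10 mM Mg acetate, 0.01% Tween-20, 0.05% BSA; 6-point qHTS titration about 60 µM downward; luminescence read.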
Giardia kill: kills Giardia lamblia | Giardia lamblia trophozoite viability | activity change, % at 7.66 µM, hits read low | 340,000 compounds, 0.15% hits | AID 540267; in the data active means activity change below about -80%; inconclusive means between about -30% and that limit;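 further: parasites exposed to compound for two days anaerobically before the ATP read; on the % scale 0 is the no-effect control and ±100 the full control effect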
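Each well holds 100 Giardia trophozoites and compound. After two days (48 hrs) at 37 deg C in anaerobic conditions, ATP is quantified by luminescence.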
p53 reactivation: restores transcriptional activity of mutant p53; H1299 p53-A138V BP100-luciferase reporter, luminescence, 24 h; Potency, µM (highest dose often 92.2 µM), for the others: top-dose activity change, positive = activation, most hits filed as activators; 320,000 compounds, 0.063% hits; further: potency means the concentration at half of the fitted maximal effect; % of control where 0% means no effect; nearly all actives have a fitted effect of over 45% in size
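p53-null H1299 cells stably carrying temperature-sensitive p53-A138V and a BP100-luciferase reporter were pinned with compounds (4-point, 1:5 series) and held 24 hrs at 37 deg C. Luminescence was read 10 min after detection reagent.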
BRCA1 expr up: increases BRCA1 expression | Potency, µM (highest dose often 46.1 µM), for inactives: at the highest dose activation, usual class: activators | MCF7-BRCA1-FFLuc reporter, luminescence, 48 h; response scale: scaled: vehicle 0%, 10 µM genistein 100% | 380,000 compounds, 1.1% hits; further: potency means the concentration at half of the fitted maximal effect; nearly all actives have a fitted effect of over 80% in size; some results filed as inactive show a strong effect at the top dose
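Activators of BRCA1 expression were detected as increased firefly luciferase luminescence in engineered MCF7 cells after 48 h compound incubation. Signals were scaled to genistein 10 microM as full activation.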
ELG1 genotox: genotoxicity induction in ELG1-luciferase HEK293T cells | HEK293T ELG1-luciferase reporter, luminescence, 16 h | Potency, µM (doses to about 46 µM), for inactives: at the highest dose activity change, positive = activation, usual class: activators | 330,000 compounds, 1.3% hits | AID 504466; further: potency means the concentration at half of the fitted maximal effect; % of control where 0% means no effect; nearly all actives have a fitted effect of over 60% in size
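Step 1: seed 2,000 HEK293T ELG1-luciferase cells per well. Step 2: add compound or DMSO, incubate 16 hr at 37 °C. Step 3: ONE-Glo, 30 min at room temperature, read luminescence.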
NPC1 promoter act: activators of NPC1 promoter; 320,000 compounds, 2.4% hits; Huh7 NPC1 promoter luciferase reporter, 24 h; Potency, µM (series often up to 9.22 µM), without a hit: top-dose activation, most hits filed as activators;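 further: potency means the concentration at half of the fitted maximal effect; % of control where 0% means no effect; nearly all actives have a fitted effect of over 60% in size; reporter is driven by a mutant NPC1 promoter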
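Cells: Huh7 expressing luciferase under the NPC1 promoter, 1500/well. Seeded 2 h, compound added, incubated 24 h at 37 °C. Luciferase reagent, 10 min ambient, then luminescence.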
Menin MLL FP TR: inhibitors of human menin-MLL interaction, mutant MLL peptide; O00255; Menin + Texas Red MLL mutant peptide, fluorescence polarization; Potency, µM (series often up to 61.6 µM), inactives show top-dose FP activity change, negative = inhibition, actives largely listed as inhibitors; 270,000 compounds, 0.23% hits; AID 1768; active means well fitted inhibition curve with a large enough effect in the polarisation, with a control signal flat, not every such curve was filed as active; inconclusive means small, poorly fitted or top-dose-only effect, or effect the other way, or a change in a side signal; inactive means no such curve, though single readings can be large or run the other way; the % refers to the polarisation; further: potency means the concentration at half of the fitted maximal effect; % of control where 0% means no effect; many of its hits are not listed in these tables
PKM2 act: activators of human pyruvate kinase M2. Potency, µM (highest dose often 57.5 µM), for inactives: at the highest dose activation, actives largely listed as activators. 260,000 compounds, 0.34% hits. P14618. purified PKM2, Kinase-Glo ATP luminescence, activation; response scale: 0% is enzyme alone, no compound; further: potency means the concentration at half of the fitted maximal effect; on the % scale 0 is the no-effect control and ±100 the full control effect; nearly all actives have a fitted effect of over 55% in size
Target sequence (P14618 whole entry, looked up): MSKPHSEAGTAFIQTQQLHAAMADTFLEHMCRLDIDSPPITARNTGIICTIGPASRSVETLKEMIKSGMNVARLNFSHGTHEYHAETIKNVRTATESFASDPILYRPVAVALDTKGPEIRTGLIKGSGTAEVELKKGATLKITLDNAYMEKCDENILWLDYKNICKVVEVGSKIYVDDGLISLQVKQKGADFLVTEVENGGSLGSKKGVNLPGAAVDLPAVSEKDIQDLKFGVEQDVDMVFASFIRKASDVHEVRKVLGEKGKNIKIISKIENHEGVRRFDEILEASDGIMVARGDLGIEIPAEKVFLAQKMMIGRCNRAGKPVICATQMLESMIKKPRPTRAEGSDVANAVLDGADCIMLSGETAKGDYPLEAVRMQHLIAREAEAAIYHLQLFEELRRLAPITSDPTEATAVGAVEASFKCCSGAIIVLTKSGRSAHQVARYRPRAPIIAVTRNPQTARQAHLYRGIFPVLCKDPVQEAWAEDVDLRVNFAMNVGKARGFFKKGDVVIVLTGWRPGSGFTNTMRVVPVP
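hPK-M2, >95% pure; 0.1 mM ADP / 0.5 mM PEP final; imidazole pH7.2 buffer w/ 7 mM MgCl2, 50 mM KCl; 1 h RT; Kinase-Glo lum. Intermediate enzyme activity for dual inhibitor/activator qHTS.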
Rab9 prom act: activators of Rab9 promoter. AID 485297. 320,000 compounds, 2.8% hits. Huh7 Rab9 promoter-luciferase reporter, luminescence, 24 h. Potency, µM (series often up to 9.22 µM), without a hit: at the highest dose activation, negative = inhibition, usual class: activators; further: potency means the concentration at half of the fitted maximal effect; % of control where 0% means no effect; nearly all actives have a fitted effect of over 60% in size
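Huh7 reporter line, Rab9 promoter upstream of luciferase. Compound exposure 24 h at 37 °C in reduced-serum medium with 10% FBS. Read-out: luminescence.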
RORg inh: inhibitors of mouse ROR gamma transcriptional activity. P51450. 310,000 compounds, 5.4% hits. Potency, µM (top dose mostly 53.6 µM), without a hit: at the top dose activity change, negative = inhibition, hits mostly inhibitors. Drosophila S2 Gal4-RORgamma UAS-luciferase reporter, 20 h; further: potency means the concentration at half of the fitted maximal effect; on the % scale 0 is the no-effect control and ±100 the full control effect; nearly all actives have a fitted effect of over 60% in size
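Stable Schneider cell line, Gal4 DNA-binding domain fused to ROR gamma, UAS-luciferase. Cmpd 1 hr RT → CuSO4 700 uM final → 20 hr RT → luciferase reagent 10 min → luminescence.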
* marks the source's active call; other numbers are inactive results; u = inconclusive; x = no result given; & = joins results of further samples; [ ] = remark or other dose. Unless noted, the call rests on the fitted dose curve; in most records, active means well fitted curve in the direction sought with a large enough effect; inconclusive means small, poorly fitted or top-dose-only effect, or another doubt; inactive means no such curve, though single readings can be large; an effect the other way counts as inactive or inconclusive. Some of the compounds tested; count on the stated rates, not on these rows.

structure	Gal4-VP16 FLuc	FLuc modulator	Giardia kill	p53 reactivation	BRCA1 expr up	ELG1 genotox	NPC1 promoter act	Menin MLL FP TR	PKM2 act	Rab9 prom act	RORg inh
CCCn1nnc(NC(=O)c2sc3ccccc3c2Cl)n1	-88%	27µM*	5	29%	u	9.2µM*	u	0%	2%	3.2µM*	u
O=C(Nc1cccc(-c2nn[nH]n2)c1)c1ccc(Cl)s1	-3%	15µM*	-4	-5%	0%	1%	-1%	u	4%	5%	1%
COCCNC(=O)CN(C(=O)Cn1nnc2ccccc21)c1ccc(C)c(F)c1	-20%	-1%	-4	0%	26%	3%	0%	18%	-4%	3%	-11%
CCNC(=S)Nc1sc2c(c1C#N)CCC(C)C2 (stereo not drawn)	u	u	-21	7%	-7%	5%	1%	x	26%	-5%	11µM*
O=C(/C=C/c1ccc(O)cc1)c1c(O)cc(O)cc1O	1%&1%	u	-26	4%	62%	-1%	1%	u	-1%	7%	30%&36%
CCn1c(SCC(=O)Nc2cccc(C)c2)nc2nc3c(cc2c1=O)COC(C)(C)C3	8%	0%	-8	1%	-27%	-7%	-1%	x	14µM*	-2%	-26%
CCCSc1nc2cc(C)c(C)cc2n1CC(C)O (stereo not drawn)	-4%	u	0	4%	16%	11%	0%	-17%	-17%	-1%	16%
CCOC(=O)Cc1cc(=O)[nH]c(/N=C(\N)Nc2ccc(C)c(C)c2)n1	-13%	3%	4	-1%	-36%	-3%	-4%	-3%	-2%	-14%	29%
COc1ccc(NS(=O)(=O)c2ccc(N3CCOCC3)c(NC(=O)c3ccccc3Cl)c2)cc1	-10%	-6%	6	2%	-35%	-1%	-3%	7%	-2%	-4%	24%
C/C(=N\Nc1cccc2cccnc12)c1ccccc1O	-11%	1.2µM*	-5	28%	20%	u	14%	u	-5%	u	u
Cc1cccc(C(=O)NCc2nnc(SCC(=O)NC3CCCC3)n2C)c1	-19%	0%	-2	8%	-6%	3%	-2%	21%	x	11%	-10%
Cc1cc(N)n(-c2ccccn2)n1	29%	-2%	2	6%	37%	6%	3%	x	-1%	19%	-4%
CCCC(=O)Nc1ccc(C#Cc2ccccc2)cc1	13%	4.8µM*	9	3%	93%	u	1.6µM*	29%	-1%	2.8µM*	24%
Cc1ccc(S(=O)(=O)N2C(=O)CCC2C(=O)N2CCCCC2)cc1 (stereo not drawn)	-12%	-5%	-12	1%	-7%	0%	1%	-13%	-1%[11.5 µM]	5%	-37%
Cc1cc2c(s1)c1cnn(-c3ccccc3)c(=O)c1n2C	x	6.7µM*	-13	-12%	-1%	-1%	15%	x	x	u	x
O=C(O)CCNC(=O)/C(=C/C=C/c1ccccc1)NC(=O)c1ccccc1	-4%	-2%	-15	1%	-8%	1%	-7%	-1%	1%	-8%	10%
O=C(CSc1nnc(-c2ccc3c(c2)OCO3)o1)Nc1ncc(C(F)(F)F)cc1Cl	u	-15%	-10	-3%	-14%	-5%	0%	u	-6%	-14%	4µM*
CCOc1ccc(NC(=O)CN(C)C(=O)C2CC(=O)N(CCc3ccccc3)C2)cc1OCC (stereo not drawn)	x	0%	0	9%	1%	0%	-2%	x	x	-3%	x
Cc1ccc(Oc2ccc(S(=O)(=O)N3CCOCC3)cc2C(N)=O)c(-n2nc3ccccc3n2)c1	-13%	-1%	-27	4%	-70%	14%	-28%	u	0%	-19%	-11%
COc1ccc(C2C(C(=O)c3ccco3)=C(O)C(=O)N2CC2CCCO2)c(OC)c1 (stereo not drawn)	-14%	0%	-17	-5%	-17%	1%	-1%	-22%	0%	-5%	2%
O=C(Nc1cccc(Cl)c1)c1nc[nH]c1C(=O)NCc1ccccc1	x	-1%	-15	-8%	-8%	3%	5%	x	x	-4%	x
COc1cc(C(=O)Nc2ccc(F)cc2Cl)ccc1OCC(=O)N1CCOCC1	x	u	-20	-4%	-2%	-5%	-1%	x	x	3%	x
CCOC(=O)COc1ccc(S(=O)(=O)N2CCN(c3ccc(OC)cc3)CC2)cc1	-5%	-2%	-20	1%	1%	-2%	-11%	5%	4%	-3%	23%
COc1cc(C(=O)N2CCN(C)CC2)cc(OC)c1OC	x	0%	-22	x	0%	0%	-3%	3%	1%	-3%	x
CCCOc1ccc(C2C(C(=O)c3ccco3)=C(O)C(=O)N2CCCn2ccnc2)cc1 (stereo not drawn)	-15%	u	-6	4%	35%	2%	14%	11%	-11%	13%	5%
COC(=O)Nc1ccc(S(=O)(=O)N(C)C)cc1	-1%	0%	-2	x	-1%	x	x	-12%	2%	x	-6%
COCCN(C(=O)c1cc(S(=O)(=O)N2CCCCC2)ccc1Cl)c1c(N)n(CC(C)C)c(=O)[nH]c1=O	x	-1%	20	1%	-4%	2%	2%	x	x	-1%	x
COc1ccc(Cl)cc1NC(=O)CC(C)=O	-5%	-2%	-20	-21%	-43%	1%	0%	u	12%	-2%	-6%
Cc1nn(CC(=O)c2ccc(Cl)s2)c(C)c1[N+](=O)[O-]	-12%	-1%	-9	3%	-4%	-4%	-20%	u	-4%	1%	8%
CCOc1cccc(C(=O)Nc2cc(C)ccc2NC(=O)c2ccco2)c1	x	-1%	-2	x	-34%	-3%	1%	-1%	-2%	4%	x
CCCCCC(=O)Nc1cc(S(=O)(=O)N2CCCCC2)ccc1N1CCOCC1	-5%	-1%	-5	-1%	-28%	3%	-2%	x	0%	1%	5%
O=C(NCCNC(=O)c1ccco1)c1ccc(Cl)c(Cl)c1	-8%	-1%	12	-4%	-22%	0%	7%	-23%	x	2%	-36%
CCCc1ccc(-c2csc(NC(=O)C3=COCCO3)n2)cc1	x	x	3	u	u	11%	1.1µM*	x	x	1.3µM*	x
COC(=O)Cn1c2ccccc2c2nc3ccccc3nc21	7%	u	-10	8%	-38%	5%	-5%	-1%	-1%	5%	u
CCOC(=O)C1=C(C)N=C2SC(C)C(=O)N2C1c1cccc(F)c1 (stereo not drawn)	-8%	2%	-9	-4%	21%	-3%	-2%	3%	1%	-12%	-23%
O=C(COc1cc(O)c2c(=O)c3ccccc3oc2c1)OCc1ccccc1	-10%	5%	-6	4%	-2%	0%	-4%	-8%	6%	-3%	14%
O=C(COc1ccccc1)Nc1cc(S(=O)(=O)N2CCOCC2)ccc1N1CCCC1	x	1%	-13	5%	-9%	0%	-4%	x	x	0%	x
Cc1ccc(OCC(=O)N2N=C(c3ccc(Cl)cc3)CC2c2ccco2)c([N+](=O)[O-])n1 (stereo not drawn)	6%	-1%	3	0%	-34%	-6%	-3%	13%	-1%	-8%	15%
Nc1nc(-n2cnnc2)nn1-c1ccccc1	x	-1%	-7	9%	2%	1%	0%	-3%	-15%	0%	-30%[0.365 µM]
O=C(Nc1ccc(-c2nc3ccccc3o2)cc1)c1cccnc1	3%	2.7µM*	-1	9%	90%	u	2.2µM*	20%	3%	1.6µM*	1%
O=C(CN1C(=O)NC(Cc2c[nH]c3ccccc23)C1=O)Nc1cccc(S(=O)(=O)N2CCCC2)c1 (stereo not drawn)	u	1%	0	-2%	-2%	3%	4%	-7%	-7%	0%	-9%
COc1ccc(-c2nn(-c3ccccc3)cc2C(=O)O)cc1OC	u	15µM*	8	-1%	3%	7%	4%	-1%	0%	8%	-18%
COc1ccc(OCc2cc(C(=O)N3CCCCCC3)no2)c(Cl)c1	20%	19µM*	-5	u	u	u	u	x	-6%	u	u
O=C(c1nn(Cc2ccccc2)c(=O)c2ccccc12)N1CCN(C/C=C/c2ccccc2)CC1	-1%	6%	-10	-10%	-44%	-9%	3%	u	2%	4%	34%
CC(=O)c1ccc(OCc2cc(C(=O)N(C)Cc3cc(C)no3)no2)cc1	1%	u	6	7%	66%	12%	16%	x	x	23%	40%
COc1ccc(C2=NOC(Cn3nc(-c4ccccc4)cc3C(=O)O)C2)cc1 (stereo not drawn)	x	4.8µM*	-6	3%	2%	7%	0%	x	x	-5%	x
CC1(C)CC(=O)C/C(=N/Nc2nc3ccccc3s2)C1	23%	u	-26	4%	-47%	17%	-1%	u	-4%	-1%	8.9µM*
COc1cc(OC)cc(C(=O)NC(C(=O)O)C23CC4CC(CC(C4)C2)C3)c1 (stereo not drawn)	-3%	-16%	1	12%	-26%	-6%	-5%	-4%	-2%	-3%	-37%
CCCCOc1ccc(C(=O)NCC2(c3ccccc3)CCOCC2)cc1	-10%	2%	-7	1%	1%	-4%	3%	11%	0%	-1%	-8%
